KCNH2 3.1 block – inhibitors of human KCNH2 3.1 potassium channel isoform. activity change, % (tested at about 1.8 µM). hit rate 0.95% among 340,000. U2OS KCNH2 3.1, thallium flux FluxOr; stronger effect = lower value;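 active = maximum activity change below -70%; inconclusive = maximum activity change from -70% to -50%; inactive = maximum activity change above -50%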;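 note: thallium influx rate constant from kinetic fluorescence after stimulation buffer; % is set by controls: 0 for no effect and ±100 for the full control effect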
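We transduce U2OS cells with the mutant 3.1 virus, culture them overnight, load FluxOr with Red40 quencher for 45 min, then add stimulation buffer and read kinetically for 2 min to derive a normalized rate constant.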
ELG1 DNA repair – inhibitors of ELG1-dependent DNA repair in HEK293T cells; HEK293T ELG1-luciferase reporter, luminescence, 16 h; DNA damage induced by 5-fluorouridine; Potency, µM (doses to about 46.1 µM), for inactives: at the highest dose activity change, negative = inhibition, actives largely listed as inhibitors; hit rate 2.3% among 330,000; AID 504467; note: potency is the fitted concentration of half-maximal effect; % is set by controls: 0 for no effect and ±100 for the full control effect; nearly all actives have a fitted effect of over 55% in size
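Quantitative HTS, concentration-response format. 2,000 cells/well co-treated with 5-fluorouridine and compound, 16 hr in 5% CO2 at 37 °C; ONE-Glo luminescence read after 30 min.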
PKM2 activator – PKM2 (human) enzyme activation | purified PKM2, Kinase-Glo ATP luminescence, activation; response scale: 0% is enzyme alone, no compound | Potency, µM (titrated, usually from 57.5 µM), for the others: at the top dose activation, most hits filed as activators | hit rate 0.34% among 260,000 | AID 1631; note: potency is the fitted concentration of half-maximal effect; % is set by controls: 0 for no effect and ±100 for the full control effect; nearly all actives have a fitted effect of over 55% in size
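ATP formation by purified human PK-M2, quantified via coupled luciferase luminescence after 1 h at room temperature with 0.1 mM ADP and 0.5 mM PEP final.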
NPC1 prom act – activates the NPC1 promoter | Huh7 NPC1 promoter luciferase reporter, 24 h | Potency, µM (top dose mostly 9.22 µM), inactives show at the highest dose activation, most hits filed as activators | hit rate 2.4% among 320,000;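 note: potency is the fitted concentration of half-maximal effect; % of control where 0% means no effect; nearly all actives have a fitted effect of over 60% in size; reporter is driven by a mutant NPC1 promoter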
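NPC1 promoter–luciferase Huh7 cells; 24 h compound; luminescence.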
Rab9 prom act – activates the Rab9 promoter. Huh7 Rab9 promoter-luciferase reporter, luminescence, 24 h. Potency, µM (series often up to 9.22 µM), for inactives: at the highest dose activation, negative = inhibition, hits mostly activators. hit rate 2.8% among 320,000; note: potency is the fitted concentration of half-maximal effect; % of control where 0% means no effect; nearly all actives have a fitted effect of over 60% in size
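Huh7 cells stably carrying a Rab9 promoter-luciferase reporter, 1500 cells per well in OP-MEM I with 10% FBS, treated with compound 24 hours at 37C. Luciferase activity read by luminescence after 10 minutes with Amplite reagent.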
VP16 counter – counter-screen for ROR gamma inhibitors: Gal4-VP16 reporter | Drosophila S2 Gal4-VP16 UAS-luciferase, luminescence, 20 h | Potency, µM (highest dose often 53.6 µM), without a hit: at the top dose activity, negative = inhibition, usual class: inhibitors | hit rate 3.5% among 310,000;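 note: Gal4-VP16 expression switched on by copper sulfate through the metallothionein promoter; potency is the fitted concentration of half-maximal effect; % is set by controls: 0 for no effect and ±100 for the full control effect; nearly all actives have a fitted effect of over 50% in size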
FLuc counter – inhibits or activates purified firefly luciferase, miR-21 counter-screen; P08659; purified FLuc, Km substrates, luminescence inhibition; Potency, µM (highest dose often 57.5 µM), for inactives: at the top dose activity change, negative = inhibition, actives largely listed as inhibitors; hit rate 6.9% among 360,000;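 note: potency is the fitted concentration of half-maximal effect; plate controls were vehicle for no effect and reference inhibitor for full effect; nearly all actives have a fitted effect of over 55% in size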
Target sequence (P08659 whole entry, looked up): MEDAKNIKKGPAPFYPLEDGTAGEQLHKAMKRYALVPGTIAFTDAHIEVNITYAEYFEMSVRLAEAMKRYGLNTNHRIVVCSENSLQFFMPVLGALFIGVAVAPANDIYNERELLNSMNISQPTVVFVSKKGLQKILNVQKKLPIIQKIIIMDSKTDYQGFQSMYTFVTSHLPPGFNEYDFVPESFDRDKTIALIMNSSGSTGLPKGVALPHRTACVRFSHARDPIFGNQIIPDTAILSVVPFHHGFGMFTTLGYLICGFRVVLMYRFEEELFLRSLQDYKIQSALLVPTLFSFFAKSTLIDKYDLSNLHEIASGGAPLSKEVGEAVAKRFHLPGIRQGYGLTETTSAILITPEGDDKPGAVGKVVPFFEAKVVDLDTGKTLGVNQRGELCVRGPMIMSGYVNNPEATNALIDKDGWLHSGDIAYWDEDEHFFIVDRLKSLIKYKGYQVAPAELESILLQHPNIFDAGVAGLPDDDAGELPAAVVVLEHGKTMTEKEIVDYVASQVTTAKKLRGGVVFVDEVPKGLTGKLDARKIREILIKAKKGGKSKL
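Biochemical qHTS of compounds, final roughly 60 µM downward over six points, against 10 nM purified firefly luciferase using Km concentrations of substrates (10 uM D-luciferin, 10 uM ATP) in Tris acetate pH 7.5 buffer; luminescence output.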
RORgamma inh – ROR gamma (mouse) transcription inhibition; Drosophila S2 Gal4-RORgamma UAS-luciferase reporter, 20 h; P51450; Potency, µM (doses to about 53.6 µM), without a hit: top-dose activity change, negative = inhibition, hits mostly inhibitors; hit rate 5.4% among 310,000; AID 2551; note: potency is the fitted concentration of half-maximal effect; % is set by controls: 0 for no effect and ±100 for the full control effect; nearly all actives have a fitted effect of over 60% in size
Target sequence (P51450 whole entry, looked up, the tested form may be a part): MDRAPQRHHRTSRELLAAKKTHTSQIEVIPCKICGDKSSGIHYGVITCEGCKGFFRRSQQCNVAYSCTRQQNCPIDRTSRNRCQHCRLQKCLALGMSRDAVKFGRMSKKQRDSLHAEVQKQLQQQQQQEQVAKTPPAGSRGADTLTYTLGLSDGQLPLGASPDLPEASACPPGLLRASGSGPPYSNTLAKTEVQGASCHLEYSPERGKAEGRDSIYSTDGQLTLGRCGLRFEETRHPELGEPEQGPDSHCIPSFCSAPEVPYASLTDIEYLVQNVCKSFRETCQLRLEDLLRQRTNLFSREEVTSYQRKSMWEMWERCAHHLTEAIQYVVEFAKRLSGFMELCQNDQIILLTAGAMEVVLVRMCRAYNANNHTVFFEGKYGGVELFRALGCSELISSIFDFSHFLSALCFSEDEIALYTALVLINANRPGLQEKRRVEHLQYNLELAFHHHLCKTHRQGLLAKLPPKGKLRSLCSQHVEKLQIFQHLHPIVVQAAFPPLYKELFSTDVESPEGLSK
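Stably transfected Drosophila Schneider cells are the test system, with ROR gamma fused to Gal4 and luciferase under UAS control; luminescence is read after 20 hr of 700 uM copper sulfate induction at ambient temperature.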
Mito fusion yeast – inhibitors of mitochondrial division or activators of mitochondrial fusion; S. cerevisiae fusion-defective mutant growth rescue, CellTiterGlo 48 h; Potency, µM (top dose mostly 46.1 µM), for the others: top-dose growth rescue (activation), usual class: activators; hit rate 0.23% among 320,000; AID 485298;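 note: potency is the fitted concentration of half-maximal effect; % of control where 0% means no effect; nearly all actives have a fitted effect of over 45% in size; temperature-sensitive fusion mutants such as fzo1-1 at 37 °C on non-fermentable ethanol glycerol medium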
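S. cerevisiae fusion-defective temperature-sensitive mutants (e.g. fzo1-1, mgm1-5) grown 48 h at 37C in YPEG (ethanol/glycerol non-fermentable) medium with 23 nl compound per well; growth rescue read as CellTiterGlo luminescence.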
MBNL1 CUG block – inhibitors of human MBNL1 binding to CUG repeat RNA | Q9NR56 | TR-FRET MBNL1-His/biotin-(CUG)12 binding, 665/545 ratio | Potency, µM (titrated, usually from 57.5 µM), for the others: top-dose activity change, negative = inhibition, actives largely listed as inhibitors | hit rate 0.036% among 280,000 | AID 2675; active = well fitted inhibition curve with a large enough effect in the signal ratio, with a control signal flat, not every such curve was filed as active; inconclusive = small, poorly fitted or top-dose-only effect, or effect the other way, or a change in a side signal; inactive = no such curve, though single readings can be large or run the other way; the % refers to the signal ratio; note: potency is the fitted concentration of half-maximal effect; % is set by controls: 0 for no effect and ±100 for the full control effect
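Compounds (final 92 nM to 58 uM) are added to His-tagged MBNL1 and biotin-(CUG)12, then terbium anti-His antibody and streptavidin-XL665 (5 nM final). After 60 min at room temperature, the 665/545 nm ratio is read.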
Menin-MLL TR inh – menin-MLL binding inhibition, Texas Red mutant peptide; hit rate 0.23% among 270,000; Potency, µM (titrated, usually from 61.6 µM), for inactives: at the top dose FP activity change, negative = inhibition, actives largely listed as inhibitors; Menin + Texas Red MLL mutant peptide, fluorescence polarization; active = well fitted inhibition curve with a large enough effect in the polarisation, with a control signal flat, not every such curve was filed as active; inconclusive = small, poorly fitted or top-dose-only effect, or effect the other way, or a change in a side signal; inactive = no such curve, though single readings can be large or run the other way; the % refers to the polarisation; note: potency is the fitted concentration of half-maximal effect; % of control where 0% means no effect; many of its hits are not listed in these tables
Active calls of the source: *; ? = inconclusive; nt = not tested or not shown; [ ] = another dose, or the depositor's remark. Unless noted, calls come from the whole dose curve; as a rule, active = well fitted curve in the direction sought with a large enough effect; inconclusive = small, poorly fitted or top-dose-only effect, or another doubt; inactive = no such curve, though single readings can be large; an effect the other way counts as inactive or inconclusive.

SMILES	KCNH2 3.1 block	ELG1 DNA repair	PKM2 activator	NPC1 prom act	Rab9 prom act	VP16 counter	FLuc counter	RORgamma inh	Mito fusion yeast	MBNL1 CUG block	Menin-MLL TR inh
COc1ccc(OC)c(NC(=O)CSCc2cnn(-c3ccccc3)c2-n2cccc2)c1	9	-15%	-1%	0%	-2%	2%	1%	27%	-16%	9%	0%
COc1ccc(NC(=O)Nc2nnc(C(C)(C)C)s2)cc1	-12	?	0%	?	?	22%	-18%	10%	4%	-6%	nt
CN(CC(=O)Nc1c(Cl)cccc1Cl)C(=O)c1ccccc1SCC(=O)N1CCCC1	-20	-9%	-3%	2%	6%	-11%	-2%	10%	2%	-11%	nt
COc1cc(C(=O)NCc2nnc(SCC(=O)N3CCOCC3)o2)cc(OC)c1OC	24	-2%	3%	-5%	0%	1%	4%	-5%	-8%	-5%	-8%
CCN1CCn2c1nc(N1CCOCC1)nc2=O	0	2%	5%	1%	0%	1%	3%[2.3 µM]	2%	-3%	-6%	2%
O=C(CSc1nnc(-c2cnccn2)n1Cc1ccco1)c1ccccc1	-11	8%	1%	0%	-6%	6%	-11%	29%	-2%	5%	4%
COCCN(C(=O)c1ccc(-c2ccc([N+](=O)[O-])cc2)o1)c1c(N)n(CC(C)C)c(=O)[nH]c1=O	14	9%	nt	0%	-8%	nt	5%	nt	-6%	nt	nt
CN1CCN(C(c2ccccc2)c2ccc(Cl)cc2)CC1 (stereo unspecified)	-49	-9%	nt	-2%	-11%	nt	0%	nt	-3%	nt	nt
FCCCOc1ccc(-c2nccc(-c3ccc(Br)cc3)n2)cc1	-2	2%	13%	-1%	-4%	6%	-2%	-19%	1%	0%	?
CNc1c(NS(=O)(=O)c2ccc(F)cc2)c(=O)oc2ccccc12	-2	-4%	nt	-45%[inhibitor]	-1%	12%	-1%	-3%	0%	-3%	-4%
CCN(CC)S(=O)(=O)c1ccc(=O)[nH]c1	-5	-14%	2%	0%	-6%	2%	-2%	-25%	-9%	1%	-1%
CCOC(=O)C(OC(=O)c1sc(=S)n(C)c1C)C(C)=O (stereo unspecified)	-17	?	-5%	1%	0%	-3%	-9%	?	-4%	?	10%
CN(C)c1cccc(N(C)C)c1CNC(=O)NC(=O)c1c(F)cccc1F	-6	-22%	1%	-1%	-1%	-9%	3%	21%	0%	-4%	nt
O=[N+]([O-])C1=C(Nc2cccc3ccccc23)CS(=O)(=O)C1	1	-7%	9%	-2%	3%	2%	-11%	2%	-5%	1%	-1%
COC(=O)c1c(NC(=O)COC(=O)c2ccc(Cl)nc2)sc(C)c1C	-9	16%	nt	-6%	1%	nt	1%	nt	-2%	nt	nt
CCOC(=O)C1CCN(C(=O)c2cc3cc(Cl)ccc3[nH]2)CC1	-23	?	nt	17%	?	0%	?	25%	-11%	-9%	?
O=C(N/N=C/c1cccc(C(F)(F)F)c1)c1cc2c(s1)-c1ccccc1CC2	-40	19%	1%	0%	2%	-2%	1%	-1%	2%	?	1%
O=c1[nH][nH]c(C(F)(F)F)c1C=NCc1ccccc1Cl	4	12%	-5%	-6%	3%	0%	-1%	-14%	-2%	8%	7%
CC(=O)N1c2ccc(S(=O)(=O)N3CCCC(C(=O)N4CCCC(C)C4)C3)cc2CC1C (stereo unspecified)	7	?	nt	-10%	-8%	0%	-1%	?	10%	-12%	nt
O=C(c1cccs1)[C@@H]1[C@@H]2C(=O)N(Cc3ccc4c(c3)OCO4)C(=O)[C@@H]2C2c3ccccc3C=CN21 (stereo partly specified)	nt	-16%	22%	2%	-4%	2%	-6%	-11%	-1%	1%	-9%
CCc1cc(=O)oc2c3c(cc(OCC(=O)NCCN4CCOCC4)c12)OC(C)(C)CC3	1	?	0%	0%	-1%	-2%	-8%	-25%	1%	3%	1%
COC(=O)[C@@H](NC(=O)NCc1ccc(F)cc1)C(C)C	7	-8%	6%	-3%	-1%	-11%	0%	7%	3%	-3%	1%
CCOc1cc(/C=N/NC(=O)C(=O)NCC2CCCO2)ccc1OCC(=O)N1CCOCC1 (stereo unspecified)	7	-9%	-4%	6%	-2%	-1%	-1%	0%	-2%	27%	nt
CCOC(=O)C1=C(C)NC(=O)NC1c1ccc(-c2ccc(F)cc2)o1 (stereo unspecified)	0	-10%	4%	-7%	0%	-12%	0%	-19%	-7%	7%	-7%
CC(=O)Nc1ccc(NC(=O)[C@@H](NC(=O)c2ccccc2F)C(C)C)cc1	0	17%	nt	1%	-3%[1.84 µM]	3%	-1%	5%	7%	-1%	-18%

Later entries.
SMILES	KCNH2 3.1 block	ELG1 DNA repair	PKM2 activator	NPC1 prom act	Rab9 prom act	VP16 counter	FLuc counter	RORgamma inh	Mito fusion yeast	MBNL1 CUG block	Menin-MLL TR inh
O=C(NC(=S)Nc1ccccc1N1CCCC1)c1cccs1	18	10%	4%	13%	8%	16µM*	?	4.5µM*	3%	0%	nt
CN(C)CCCNc1oc(/C=C/c2ccccc2)nc1C#N	4	?	-4%	21%	?	-14%	?	-17%	-4%	?	nt
CC(OC(=O)C1CC(O)CN1S(=O)(=O)c1ccccc1[N+](=O)[O-])C(=O)N1CCCCC1 (stereo unspecified)	-11	17%	-14%	-4%	-8%	?	0%	30%	0%	6%	-4%
COc1ccc(-c2cc(C(=O)Nc3cc(C)on3)no2)cc1	-18	?	0%	19%	?	-3%	0%	-7%	3%	-5%	7%
CC1CCCN(C(=O)c2ccc(NS(=O)(=O)c3ccc4[nH]c(=O)[nH]c4c3)cc2)C1 (stereo unspecified)	7	0%	nt	-2%	-8%	nt	-1%	nt	-3%	nt	nt
O=c1[nH]c(=O)n(Cc2ccccc2)c2c1CCC2	-4	17%	7%	-2%	-1%	-10%	-2%	1%	4%	-4%	8%
CCCNC(=O)C1CCN(c2cc(-c3ccccc3)nc3ncnn23)CC1	-2	-15%	-5%	-3%	-2%	1%	-2%	18%	1%	-11%	-6%
CC(OC(=O)Cc1c[nH]c2ccccc12)C(=O)Nc1ccccc1F (stereo unspecified)	4	-2%	nt	0%	-2%	nt	0%	nt	6%	nt	nt
C=CCNC(=O)/C(C#N)=C/c1c(C)nn(-c2ccccc2)c1Cl	nt	-21%	-2%	2%	2%	13µM*	?	?	2%	-25%	7%
c1csc(C(c2nnnn2C2CCCC2)N2CCCC3(CCCCC3)C2)c1 (stereo unspecified)	-27	0%	-9%	0%	2%	-5%	2%	-1%	6%	2%	-4%
CCn1cc(C(=O)NCCC(=O)NCCCO)c(=O)c2cc3c(cc21)OCO3	8	2%	nt	-8%	10%	3%	-1%	-4%	10%	4%	2%
O=C(NC(=S)Nc1cccc2ncccc12)c1cccs1	-35	-6%	-9%	0%	-1%	-18%	-9%	8.9µM*	-1%	29%	6%
Cc1cccc(N2CCN(C(=O)C3CCC(CNS(=O)(=O)c4cccs4)CC3)CC2)c1C (stereo unspecified)	-14	9.2µM*	19%	-3%	-16%	11µM*	3%	?	-22%	7%	17%
CC1(C)Oc2ccccc2OC1(O)c1ccc2ccccc2n1 (stereo unspecified)	2	-3%	0%	-2%	-7%	-3%	0%	1%	14%	-8%	1%
CCn1cc(/C=C/C(=O)NCc2c(C)nn(C)c2C)cn1	-20	?	0%	2%	3%	-2%	-1%	2%	2%	0%	12%
CC12CN3CC(C)(CN(C1)C3c1ccccc1Cl)C2O (stereo unspecified)	-8	11%	-1%	0%	0%	-6%	-1%	-15%	-1%	-2%	0%
Cc1onc(-c2ccccc2Cl)c1C(=O)N/N=C(\N)COc1ccc(Cl)cc1	-2	-6%	-4%	-3%	-10%	1µM*	-1%	0.45µM*	-1%	-3%	16%
COc1ccc(-c2cn3cccnc3n2)cc1NC(=O)c1cccs1	-24	-23%	-16%	2%	-4%	-9%	?	19%	6%	?	0%
O=C(NCc1ccccc1CN1CCCC1)c1cccc(S(=O)(=O)N2CCCC2)c1	-18	-3%	nt	-1%	-1%	nt	2%	nt	-1%	nt	nt
CCc1ccc2oc(C(=O)NCc3ccncc3)c(C)c2c1	13	?	0%	0%	-2%	4%	?	14%	1%	7%	-23%
Cc1ccnc(Nc2nc3ccccc3s2)n1	-1	?	?	3.5µM*	1.4µM*	-13%	1.9µM*	0%	3%	-9%	-21%
O=C(Cc1cccs1)Nc1nnc(C2CC2)s1	-217*	?	?	-1%	2%	1%	-10%	18%	12%	-9%	3%

These rows are one share of the data; rates above refer to the full screens.
